# NPY-Y1 antag: NPY-Y1 (human) receptor antagonism; HEK293-CNG Y1 cells, membrane potential fluorescence; NPY at EC95, then isoproterenol; inhibition, % at 3.6 µM; actives 1% (n = 200,000); AID 1040;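 active means inhibition above the campaign mean inhibition of all tested compounds plus 3 SD, cut at about 20% in these data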;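 further: 0% = DMSO wells given NPY plus isoproterenol and 100% = isoproterenol alone without NPY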
#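 Material: Y1- and CNG-channel-expressing HEK293 cells / Probe or stimulus: NPY 25 nM then isoproterenol 1 µM plus Ro 20-1724 25 µM / Doses: 3.6 µM single dose, DMSO 0.4% / Schedule: compound incubation 1 h at room temperature, readout 45 min post-stimulation / Signal: membrane potential fluorescence / Benchmarks: isoproterenol-only wells as full block versus NPY-plus-isoproterenol wells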
# EP2 mod: modulators of human EP2 prostaglandin E2 receptor. P43116. EP2-expressing cells, cAMP HTRF FRET, PGE2 co-stimulation. induction, % at 25 µM. actives 0.83% (n = 260,000). AID 940;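 active means compounds whose cAMP rise, as percent of the full-agonist control response, exceeds 60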;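 further: rat C6 glioma line stably carrying human EP2 under a CMV promoter; the protocol text gives 20 µM as final concentration; 100% = response of wells given 1 µM PGE2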
# eIF4E-4G inh: blocks eIF4E binding to eIF4G; P63073+Q04637; TR-FRET eIF4E-eIF4GI(517-606) binding, 2 h; inhibition, % at 21.7 µM; actives 0.37% (n = 220,000);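 active means inhibition above about 30%, limit read from the data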;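 further: 0% = full FRET control wells and 100% = background wells lacking eIF4GI fragment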
# p97 inhibitor: blocks human p97 ATPase activity; P55072; recombinant p97 ATPase, Kinase-Glo ATP luminescence, 3 h; inhibition, % at 8 µM; actives 0.42% (n = 220,000); AID 1481; in the data active means inhibition above about 15%;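 further: 0% = DMSO vehicle and 100% = wells lacking enzyme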
# Target sequence (P55072 whole entry, looked up): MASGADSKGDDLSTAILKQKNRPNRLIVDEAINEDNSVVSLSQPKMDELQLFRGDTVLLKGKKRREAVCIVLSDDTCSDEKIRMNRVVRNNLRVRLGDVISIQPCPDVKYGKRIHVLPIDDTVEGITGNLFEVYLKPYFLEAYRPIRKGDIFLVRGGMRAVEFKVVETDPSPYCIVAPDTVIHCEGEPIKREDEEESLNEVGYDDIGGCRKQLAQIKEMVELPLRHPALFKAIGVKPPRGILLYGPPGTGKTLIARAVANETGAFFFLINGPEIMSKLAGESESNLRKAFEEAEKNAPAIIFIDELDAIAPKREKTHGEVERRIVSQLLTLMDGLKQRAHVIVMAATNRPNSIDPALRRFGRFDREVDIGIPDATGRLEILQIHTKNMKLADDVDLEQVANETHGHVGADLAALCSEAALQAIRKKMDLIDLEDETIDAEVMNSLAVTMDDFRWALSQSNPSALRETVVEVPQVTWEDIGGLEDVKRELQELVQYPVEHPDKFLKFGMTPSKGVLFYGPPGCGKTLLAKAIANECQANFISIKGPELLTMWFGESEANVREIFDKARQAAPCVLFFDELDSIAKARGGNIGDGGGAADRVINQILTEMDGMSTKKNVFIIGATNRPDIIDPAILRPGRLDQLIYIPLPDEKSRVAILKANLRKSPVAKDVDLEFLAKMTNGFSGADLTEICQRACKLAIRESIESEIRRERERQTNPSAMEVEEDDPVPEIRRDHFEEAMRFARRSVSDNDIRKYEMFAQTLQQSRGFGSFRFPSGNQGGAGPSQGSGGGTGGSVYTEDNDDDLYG
# EP2 antag: EP2 receptor (human) inhibition | P43116 | AID 1422 | actives 0.52% (n = 260,000) | C6 glioma cells expressing human EP2, cAMP TR-FRET; cells stimulated with saturating PGE2 | inhibition, % at 25 µM;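 active means percent inhibition above 40 after rounding to a whole number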;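 further: rat C6 glioma host cells with rolipram phosphodiesterase inhibitor present; the protocol text gives 20 µM as final concentration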
# S1P4 agonist: human S1P4 receptor agonism | AID 1509 | O95977 | S1P4-expressing cell line, agonist reporter assay | actives 0.35% (n = 220,000) | activation, % at 4.98 µM; in the data active means activation above about 11%;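 further: 0% = DMSO vehicle and 100% = reference agonist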
# NPY-Y2 PAM-ag: human NPY-Y2 potentiation or agonism, primary screen | cells expressing NPY-Y2, potentiator/agonist read-out | actives 0.45% (n = 220,000) | P49146 | activation, % at 3.6 µM; in the data active means activation above about 27%;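 further: cells stimulated with NPY near EC25 plus isoproterenol at EC100; 0% = vehicle plus submaximal agonist and 100% = vehicle plus saturating agonist; some results beyond the cut were filed as inactive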
# S1P4 antagonist: blocks the human S1P4 receptor. S1P4-expressing cells, antagonist mode, reporter read-out. inhibition, % at 4.98 µM. actives 0.26% (n = 220,000). AID 1510; in the data active means inhibition above about 29%;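 further: 0% = wells stimulated with agonist and 100% = vehicle wells without agonist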
# NPY1 pot ag: human NPY-Y1 potentiation or agonism, primary screen; AID 1304; NPY-Y1 expressing cells, potentiator/agonist activation; activation, % at 3.6 µM; actives 0.37% (n = 220,000); in the data active means activation above about 33%, passing the limit was not always enough;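 further: cells stimulated with NPY at EC10 then isoproterenol at EC100; 0% = low agonist plus stimulus and 100% = saturating agonist plus stimulus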
# Active calls of the source: *; nt = no result given; [ ] = another dose, or the depositor's remark. A portion of the library, so the mix of outcomes need not match the whole.
no.	structure	NPY1 pot ag	S1P4 antagonist	p97 inhibitor	EP2 antag	eIF4E-4G inh
1	C=C(C)c1cccc(C(C)(C)NC(=O)NCc2ccc(OC)c(OC)c2)c1	5	-13	3	3	-1
2	O=C(CSc1nc(N2CCCCC2)nc(N2CCCCC2)n1)NC1CCCCC1	6	-9	5	nt	nt
3	C=CCn1c(SCC(=O)c2cc(C)n(Cc3cccs3)c2C)nnc1-c1ccncc1	-17	-14	1	10	3[fluorescence artefact?]
4	CC(C)c1nnc(SCC(=O)N2CCOCC2)n1C	3	-2	3	8	-7
5	CCNC(=O)CN(Cc1ccccc1)S(=O)(=O)c1ccccc1	5	0	6	10	1
6	CCCNC(=O)NS(=O)(=O)c1cnccc1Sc1ccc(Cl)c(Cl)c1	-21	-6	2	9	10[fluorescence artefact?]
7	O=C(Nc1nccs1)c1csc2c1CCCC2	10	1	-6	18	1
8	Cc1onc(-c2ccccc2Cl)c1C(=O)Nc1ccc(-n2nncc2-c2ccco2)cc1	-25	-2	7	9	1
9	CCOc1ccc(NC(=O)C2C3CC/C=C\CCC32)cc1 (configuration not stated)	-2	6	-4	4	0
10	CC(=O)N1[C@@H]2CC3C4CC=C5C[C@@H](O)CC[C@]5(C)C4CC[C@]3(C)[C@@]21C(C)=O (some centres not stated)	8	-11	0	9	1
11	O=C(CCN1CCC(c2ccccc2)C1)c1cccs1 (configuration not stated)	-7	2	8	6	0
12	Cc1cc2c(N=O)c(NO)ccc2[nH]1	14	-2	6	7	1[fluorescence artefact?]
13	Cc1cc2oc(C(=O)NCCc3ccc(S(N)(=O)=O)cc3)c(C)c2cc1C	3	-10	2	9	4
14	OC1CN=C2Sc3ccccc3N2C1 (configuration not stated)	12	-5	1	28	10[fluorescence artefact?]
15	N#Cc1c(SCc2nc3ccccc3[nH]2)nc2c(c1C(F)(F)F)CCC2	-9	-16	2	nt	nt

no.	NPY-Y1 antag	NPY-Y2 PAM-ag	S1P4 agonist	EP2 mod
1	11	-4	0.7	-3
2	-6	15	-1.7	nt
3	-1	-2	1.1	17
4	1	12	1.0	29
5	-7	-3	1.5	23
6	17	-13	-0.6	13
7	-2	8	0.6	1
8	-12	11	3.1	-11
9	nt	-22	1.1	-40
10	5	1	1.2	13
11	10	-4	-1.7	7
12	-7	18	-0.1	-1
13	-1	3	-0.7	-5
14	8	1	0.4	3
15	2	-2	0.3	nt

# Some of the entries so far, with tabs:
cpd	SMILES	NPY1 pot ag	S1P4 antagonist	p97 inhibitor	EP2 antag	eIF4E-4G inh	NPY-Y1 antag	NPY-Y2 PAM-ag	S1P4 agonist	EP2 mod
12	Cc1cc2c(N=O)c(NO)ccc2[nH]1	14	-2	6	7	1[fluorescence artefact?]	-7	18	-0.1	-1
10	CC(=O)N1[C@@H]2CC3C4CC=C5C[C@@H](O)CC[C@]5(C)C4CC[C@]3(C)[C@@]21C(C)=O (some centres not stated)	8	-11	0	9	1	5	1	1.2	13
2	O=C(CSc1nc(N2CCCCC2)nc(N2CCCCC2)n1)NC1CCCCC1	6	-9	5	nt	nt	-6	15	-1.7	nt
3	C=CCn1c(SCC(=O)c2cc(C)n(Cc3cccs3)c2C)nnc1-c1ccncc1	-17	-14	1	10	3[fluorescence artefact?]	-1	-2	1.1	17
15	N#Cc1c(SCc2nc3ccccc3[nH]2)nc2c(c1C(F)(F)F)CCC2	-9	-16	2	nt	nt	2	-2	0.3	nt
4	CC(C)c1nnc(SCC(=O)N2CCOCC2)n1C	3	-2	3	8	-7	1	12	1.0	29

# Continuation:
no.	structure	NPY1 pot ag	S1P4 antagonist	p97 inhibitor	EP2 antag	eIF4E-4G inh
16	O=C(NNc1c2ccccc2nc2ccccc12)C(O)c1ccccc1 (configuration not stated)	-11	-9	8	7	-9
17	N#Cc1c(C(F)(F)F)cc(C2CC2)[nH]c1=O	-8	7	2	9	3
18	CC1(C)Cc2c(sc(NC(=O)c3ccccc3Cl)c2C(=O)O)CO1	7	4	5	12	-2
19	CCCC(=O)Nc1nc2ccc(NC(=O)c3ccc(Br)o3)cc2s1	25	-7	-5	14	1
20	COc1ccc(S(=O)(=O)N2CCSC2)cc1C	7	-22	-2	8	-2
21	COc1cc(NS(=O)(=O)N2CCCC2)cc(OC)c1OC	3	6	2	7	2
22	Cc1cc(C)nc(SCc2nnc(SCc3ccc([N+](=O)[O-])cc3)n2Cc2ccco2)n1	-28	6	-6	5	0[fluorescence artefact?]
23	Cc1ccc(/C=N/N2CCOCC2)s1	-5	-4	3	2	3
24	Cc1csc(NC(=O)CSc2ncn(-c3ccccc3)n2)n1	-11	-4	7	9	-1
25	CCOC(=O)c1c(Nc2nc(C)c(C(=O)NC)s2)sc(C)c1C	-14	-3	-1	10	1
26	COC(=O)c1sccc1NC(=O)c1ccc(Br)o1	-5	11	3	19	0
27	O=C(O)CC12CC3CC(C1)CC(n1ncc(NCc4ccc5c(c4)OCO5)c(Cl)c1=O)(C3)C2	15	0	1	6	1
28	CCc1cccc(CN2CCC(CNC(=O)Nc3ccc(Cl)cc3)CC2)c1	6	-9	1	1	-2
29	COCCCN1C(=O)c2[nH]nc(-c3cc(C)cc(C)c3O)c2C1c1ccc(O)c(OC)c1 (configuration not stated)	3	-9	0	9	-10
30	CC(C)NCCOc1cccc(Br)c1	7	-7	1	20	3

no.	NPY-Y1 antag	NPY-Y2 PAM-ag	S1P4 agonist	EP2 mod
16	nt	-14	0.8	-22
17	10	-3	-1.2	22
18	-4	2	-0.1	-8
19	-6	17	1.2	-20
20	-2	9	2.3	6
21	1	-4	-2.4	0
22	10	-7	-0.9	-3
23	-6	3	1.4	12
24	0	5	-0.9	-21
25	-2	1	0.1	-17
26	12	-3	-0.9	40
27	3	9	-0.1	24
28	6	4	3.2	-43
29	0	8	1.1	-7
30	2	-9	-2.1	10

# Entries of single compounds, quoted from the list. Values in the order: NPY1 pot ag | S1P4 antagonist | p97 inhibitor | EP2 antag | eIF4E-4G inh | NPY-Y1 antag | NPY-Y2 PAM-ag | S1P4 agonist | EP2 mod
# Shown for `CC(C)NCCOc1cccc(Br)c1` : 7 | -7 | 1 | 20 | 3 | 2 | -9 | -2.1 | 10
# Shown for `O=C(NNc1c2ccccc2nc2ccccc12)C(O)c1ccccc1` (configuration not stated) : -11 | -9 | 8 | 7 | -9 | nt | -14 | 0.8 | -22

# Later entries.
no.	structure	NPY1 pot ag	S1P4 antagonist	p97 inhibitor	EP2 antag	eIF4E-4G inh
31	O=C(c1ccc2nc(-c3ccco3)c(-c3ccco3)nc2c1)N1CCN(c2ncccn2)CC1	16	-23	4	8	9[fluorescence artefact?]
32	O=C(Nc1ccc2c(c1)OCCO2)C1CCCN(S(=O)(=O)c2cccc3nsnc23)C1 (configuration not stated)	-8	-4	-1	11	2
33	Cc1ccc(C)c(OCc2nnc(NC(=O)c3ccc4c(c3)OCO4)s2)c1	-9	-10	2	12	-4
34	CCOC(=O)C1CCN(C(=O)c2cc(C(C)(C)C)nn2Cc2ccccc2)CC1	3	2	1	11	4
35	O=C(C[n+]1cc(-c2ccc(Br)cc2)n2c1CCCCC2)c1ccccc1	13	-2	3	2	3
36	CCOc1cccc(OCCCCn2cnc3ccccc3c2=O)c1	-9	-13	1	7	-1
37	CS(=O)c1ccccc1-c1nc(-c2cc(C(F)(F)F)cc(C(F)(F)F)c2)no1 (configuration not stated)	26	-4	-1	nt	0
38	CCOc1ccc(CCN2C(=O)C3C4C=CC(C4)C3C2=O)cc1OCC (configuration not stated)	-11	5	-11	3	-4[fluorescence artefact?]
39	O=C(NNc1nc2ccccc2s1)Nc1ccc(Cl)c(Cl)c1	-11	4	4	3	-3
40	CC(C)=C1C(=O)NN(c2ccc(C)c(Cl)c2)C1=O	-8	-14	7	6	-3
41	Cc1csc(NC(=O)CSc2ncc(-c3ccccc3)[nH]2)n1	-8	-1	-1	6	-2
42	Cn1nnnc1SCC(=O)NNC(=O)c1ccc(Br)cc1	22	-18	6	7	-2
43	CCn1c(=O)cc(SCC(=O)NCc2ccc3c(c2)OCO3)c2ccccc21	4	-7	3	7	-9[fluorescence artefact?]
44	O=C(Cc1cc(=O)[nH]c(=O)[nH]1)NCC1CCCO1 (configuration not stated)	-2	-6	1	13	-4
45	CCOC(=O)N1CCN(S(=O)(=O)c2ccc3[nH]cc(C(=O)O)c(=O)c3c2)CC1	1	6	1	9	1

no.	NPY-Y1 antag	NPY-Y2 PAM-ag	S1P4 agonist	EP2 mod
31	0	-25	0.8	-11
32	5	-7	-4.3	-8
33	nt	0	1.3	36
34	nt	-13	0.2	22
35	13	3	1.1	19
36	12	-4	-0.9	12
37	1	9	0.8	38
38	1	-5	-3.8	3
39	nt	-14	1.1	5
40	0	-5	-0.7	-11
41	6	1	0.9	-12
42	1	0	0.7	17
43	7	-12	1.1	-15
44	0	-7	-1.6	-25
45	-5	-29	-1.5	33

# Additional results follow.
no.	structure	NPY1 pot ag	S1P4 antagonist	p97 inhibitor	EP2 antag	eIF4E-4G inh
46	Cc1ccccc1-n1c(SCc2ccccn2)nc2n[nH]c(C)c2c1=N	-4	-24	0	14	0
47	CS(=O)(=O)c1ccc2nc(NC(=O)Oc3ccccc3)sc2c1	10	5	4	4	5[fluorescence artefact?]
48	O=C(O)CNC(=O)c1cccc(C(F)(F)F)c1	-3	-17	-5	-1	2
49	S=c1[nH]nc(C2CC2)n1Cc1ccco1	28	-17	4	1	6
50	Cc1ccc(NC2=NC(c3ccccc3)n3c(nc(C)cc3=O)N2)c(C)c1 (configuration not stated)	-14	-9	2	4	-7[fluorescence artefact?]
51	Cc1cccc[n+]1CC(=O)Nc1ccc([N+](=O)[O-])cc1Cl	4	8	6	3	-8
52	N#CCC(=O)Nc1nc(-c2ccc3c(c2)OCCO3)cs1	7	-12	4	8	-1
53	CCOc1ccc(/C=C/[N+](=O)[O-])c2ccccc12	-15	25	-5	9	9
54	COc1ccc(C(=O)N[C@H](C(=O)NCC2CCCCC2)C(C)C)cc1	1	1	2	14	0[fluorescence artefact?]
55	NC(=O)SCC(=O)Nc1ccc(Cl)cc1	-2	14	-1	13	4
56	C=CCN1C(=O)/C(=C2/Sc3ccc(OC)cc3N2C)SC1=NCc1ccccc1	8	-5	0	6	-1
57	Cc1ccc(S(=O)(=O)N2CCCCC2)cc1NS(=O)(=O)c1cccc(C(=O)O)c1	-24	-4	-2	4	0[fluorescence artefact?]
58	Cc1cc(N2CCC(C)CC2)nc(SCC(=O)c2ccccc2)n1	-26	-12	-7	17	4
59	CC(C)CC(=O)N1CC(C)N(C(=O)CC(C)C)CC1C (configuration not stated)	0	-12	4	10	-4
60	O=c1oc2ccccc2c(O)c1Cc1cc(Cl)c2cccnc2c1O	11	3	13	7	-1
61	Cc1cccc(-n2c(SCC(=O)N3CC(=O)Nc4ccccc43)nc3ccccc3c2=O)c1C	8	7	3	2	0
62	Cc1ccc(CCNc2ccc3ccccc3c2)cn1	-12	-35	-2	10	1[fluorescence artefact?]

no.	NPY-Y1 antag	NPY-Y2 PAM-ag	S1P4 agonist	EP2 mod
46	9	-6	-0.2	-7
47	-8	14	-1.4	21
48	-2	-3	2.0	2
49	3	-5	-2.0	21
50	7	-8	-0.6	9
51	0	2	-1.4	15
52	-6	5	8.8	-25
53	32*	-11	3.4	-39
54	1	17	1.9	8
55	-8	9	2.5	-6
56	-2	0	1.0	31
57	7	-5	2.1	15
58	10	-17	-0.1	41
59	3	-4	2.2	23
60	nt	2	2.3	-20
61	3	8	-0.7	12
62	1	-11	-0.7	-39

# Bioassay records from PubChem BioAssay.
